Rac1 GTP hydrolysis = MgcRacGAP GTPase-activating activity inhibitors, confirmation, biochemical, ADP Hunter fluorescence | MgcRacGAP-stimulated Rac1 GTP hydrolysis, ADP Hunter fluorescence; higher % means a stronger effect; GST-tagged Rac1 F28L mutant substrate | one-dose inhibition, % at 30 µM; IC50 in µM for titrated hits | 340,000 compounds, 0.6% hits;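 active = first-screen hits whose inhibition reached a set limit at any dose in the follow-up dose series; inconclusive = inhibition above the set first-screen limit but never retested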;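 note: fluorescence reports GDP produced by GAP-driven GTP hydrolysis; strong numbers were not always called active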
AID2073 = inhibitors of Mint1-CaV2.2 protein interaction, biochemical, HTRF (AID 2073); HTRF protein-protein interaction, Mint1-CaV2.2; higher % means a stronger effect; inhibition, % at 20 µM, or IC50 in µM where a hit was titrated; 290,000 compounds, 0.19% hits; in the data active = inhibition mostly above about 51%, no sharp cut-off; inconclusive = no clear call, values can overlap the other calls; inactive = mostly below about 53%; note: some results filed as inactive read as strong as hits
NTR1 agonist = agonists of NTR1, primary screen, imaging, U2OS cells, beta-arrestin-GFP, high content (AID 493036); NTR1-U2OS beta-arrestin-GFP spot imaging, agonist mode; activation, % at 20 µM; 330,000 compounds, 0.17% hits;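 active = activation at or above 40% of the spot to cytoplasm intensity ratio, with at least 20 cells analyzed; inconclusive = wells under 20 cells, flagged as cytotoxic or low count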;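 note: 0% = DMSO without peptide and 100% = 100 nM NTR1 peptide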
Target sequence (P30989 whole entry, looked up): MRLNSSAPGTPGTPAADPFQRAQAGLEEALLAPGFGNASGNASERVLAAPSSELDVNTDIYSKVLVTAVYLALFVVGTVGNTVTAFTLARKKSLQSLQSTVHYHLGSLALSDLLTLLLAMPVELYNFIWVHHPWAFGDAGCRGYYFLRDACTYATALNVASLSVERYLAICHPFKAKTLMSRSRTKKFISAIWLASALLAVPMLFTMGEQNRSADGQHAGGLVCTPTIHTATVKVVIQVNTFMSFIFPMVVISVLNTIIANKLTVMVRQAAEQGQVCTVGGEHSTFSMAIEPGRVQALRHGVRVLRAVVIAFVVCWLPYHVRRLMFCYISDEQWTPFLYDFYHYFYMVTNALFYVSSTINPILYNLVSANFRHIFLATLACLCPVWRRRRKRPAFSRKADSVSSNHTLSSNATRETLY
GPR35 antagonists = GPR35 antagonists blocking zaprinast-driven arrestin recruitment, primary screen, imaging, U2OS, beta-arrestin-GFP, zaprinast agonist (AID 2058) | G-protein coupled receptor 35 (Homo sapiens) | inhibition, % at 10 µM; hits with a dose series show IC50 in µM | U2OS GPR35 beta-arrestin-GFP translocation imaging, zaprinast antagonism; higher % means a stronger effect | 290,000 compounds, 0.052% hits;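 active = inhibition of at least 50% with at least 30 cells and total cytoplasm GFP at most 10,000,000; inconclusive = under 30 cells or total GFP of 10,000,000 plus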
Large T inhibition = SV40 large T antigen inhibitors, biochemical (AID 1903); SV40 large T antigen ATPase/helicase inhibition assay; higher % means a stronger effect; inhibition, % at 20 µM; hits with a dose series show IC50 in µM; 310,000 compounds, 0.39% hits; in the data active = a potency from the dose series; inconclusive = inhibition mostly from about 32% at the one dose, without a potency; inactive = the rest, 99 in 100 with inhibition below about 32%; note: strong numbers were not always called active
Yfh1-depleted yeast = enhancers of respiration in Yfh1-depleted yeast, dose response, Friedreich's ataxia, plus single-dose screen (AID 1465) | one-dose fold induction at 50 µM; EC50 in µM for titrated hits | 220,000 compounds, 0.074% hits | S. cerevisiae Yfh1-off respiration, WST-1 reduction, 72 h; higher fold induction means a stronger effect;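 active = fold induction of absorbance versus untreated yeast above a set limit, then at least 30% activation at any dose in follow-up; inconclusive = repeats straddling the limit, or above it without dose testing; inactive = fold induction below the set limit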;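 note: activators that raise dye reduction in frataxin-depleted yeast; strong numbers were not always called active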
Dengue-2 NS5 capping = Dengue-2 NS5 methyltransferase inhibitors, primary screen, biochemical, confirmation dose response (AID 588689) | 340,000 compounds, 0.3% hits | Genome polyprotein (Dengue virus type 2 (strain 16681-PDK53)) | inhibition, % at 25 µM, or IC50 in µM where a hit was titrated | Dengue-2 NS5 methyltransferase capping enzyme assay, biochemical; higher % means a stronger effect; in the data active = a potency from the dose series; inconclusive = inhibition above about 29% without an active follow-up result
GPR55 beta-arrestin = GPR55 agonists via beta-arrestin recruitment, primary screen, imaging, U2OS cells, beta-arrestin-GFP redistribution (AID 1961); activation, % at 10 µM; hits with a dose series show EC50 in µM; U2OS GPR55 beta-arrestin-GFP redistribution imaging; higher % means a stronger effect; G-protein coupled receptor 55 (Homo sapiens); 290,000 compounds, 0.048% hits;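 active = activation above 40% with more than 50 cells counted in the well; inconclusive = wells holding fewer than 50 cells, flagged as toxic or sparse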;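 note: U2OS osteosarcoma cells stably expressing GPR55 and beta-arrestin-GFP; plate controls were DMSO negative control for no effect and LPI positive control for full effect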
GPR55 antagonists = GPR55 antagonists blocking LPI-driven arrestin recruitment, primary screen, imaging, U2OS, beta-arrestin-GFP, LPI agonist (AID 2013); G-protein coupled receptor 55 (Homo sapiens); U2OS GPR55 beta-arrestin-GFP translocation imaging, LPI antagonism; higher % means a stronger effect; inhibition, % at 10 µM; hits with a dose series show IC50 in µM; 290,000 compounds, 0.13% hits;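 active = spots per cell inhibited over 60%, with over 100 cells counted and total cytoplasm intensity under 500,000; inconclusive = wells with under 100 cells, flagged as likely toxic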;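 note: U2OS cells stably carrying GPR55 and arrestin-GFP stimulated by 5 µM LPI near EC80; imaged beta-arrestin-GFP aggregate spots per cell after agonist stimulation; plate controls were LPI-stimulated DMSO wells for no effect and DMSO wells without LPI for full effect; some results filed as inactive read as strong as hits; confirmed hits need IC50 under 10 µM and bright autofluorescent wells are also inconclusive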
NTR1 agonist cell count 20 µM = further read-out of NTR1 agonist, marked with its call; cell count; measured here: cell count, cytotoxicity flag
* marks the source's active call; other numbers are inactive results. Outcome played no part in choosing rows; any-hit rate near 1.7%.

For CCOc1ccc(C(C)=O)cc1COC(=O)CN1C(=O)NC2(CCCC2)C1=O the results were Rac1 GTP hydrolysis 2.4%, NTR1 agonist 0.0, Large T inhibition 24.8%, Dengue-2 NS5 capping -2.2% and NTR1 agonist cell count 20 µM 60.
CN(C(=O)CSc1ncnc2sc(-c3ccccc3)cc12)C1CCS(=O)(=O)C1 (stereo unspecified) was read as Rac1 GTP hydrolysis 5.4%, AID2073 11.8%, NTR1 agonist -0.4, GPR35 antagonists 12.8%, Large T inhibition -0.2%, Yfh1-depleted yeast inactive, Dengue-2 NS5 capping 19.1%, GPR55 beta-arrestin -0.1%, GPR55 antagonists 0.8% and NTR1 agonist cell count 20 µM 95.
Screening CCOC(=O)N1CCC(NC(=O)c2cccc3c2C(=O)N(Cc2cccnc2)C3)CC1 returned Rac1 GTP hydrolysis 2.4%, AID2073 0.7%, NTR1 agonist 3.3, GPR35 antagonists -11.7%, Large T inhibition -5.0%, Yfh1-depleted yeast inactive, Dengue-2 NS5 capping -4.0%, GPR55 beta-arrestin -0.1%, GPR55 antagonists 5.7% and NTR1 agonist cell count 20 µM 60.
Screening CCOc1ccccc1N(CC(=O)NCCSc1ccccn1)S(=O)(=O)c1ccc(C)cc1 returned Rac1 GTP hydrolysis -1.2%, AID2073 2.1%, NTR1 agonist 1.9, GPR35 antagonists -9.9%, Large T inhibition 5.8%, Dengue-2 NS5 capping -2.4%, GPR55 beta-arrestin 0.6%, GPR55 antagonists -5.4% and NTR1 agonist cell count 20 µM 48.
Screening CCC(=O)N1CCN(C(=O)c2ccccc2)CC1 returned Rac1 GTP hydrolysis -0.3%, NTR1 agonist -0.5, Large T inhibition 15.1%, Dengue-2 NS5 capping -3.7% and NTR1 agonist cell count 20 µM 58.
For COc1ccc(CN(C(=O)CN2C(=O)c3ccccc3S2(=O)=O)C(C(=O)NCC2CCCO2)c2ccco2)cc1 (stereo unspecified) the results were Rac1 GTP hydrolysis 1.8%, AID2073 1.6%, NTR1 agonist 0.1, GPR35 antagonists 6.3%, Large T inhibition 5.5%, Dengue-2 NS5 capping -2.7%, GPR55 beta-arrestin 0.3%, GPR55 antagonists -18.6% and NTR1 agonist cell count 20 µM 45.
Screening CCCCc1ccc(N=N/C(C(=O)Nc2ccc(NC(C)=O)cc2OC)=C(/C)O)cc1 returned Rac1 GTP hydrolysis -3.0%, NTR1 agonist 13.1, Large T inhibition 9.4%, Dengue-2 NS5 capping -11.9% and NTR1 agonist cell count 20 µM 52.
For COc1cccc(C(=O)NCCS(=O)(=O)NCc2ccc3c(c2)OCO3)c1 the results were Rac1 GTP hydrolysis 5.0%, NTR1 agonist 0.7, Large T inhibition 18.9%, Dengue-2 NS5 capping -3.6% and NTR1 agonist cell count 20 µM 59.
For O=C1[C@H](O)[C@@H](O)C(=O)N1Cc1ccccc1 the results were Rac1 GTP hydrolysis 8.6%, AID2073 7.2%, NTR1 agonist -0.5, GPR35 antagonists -6.1%, Large T inhibition 16.3%, Dengue-2 NS5 capping -8.5%, GPR55 beta-arrestin -0.1%, GPR55 antagonists 4.8% and NTR1 agonist cell count 20 µM 94.
Screening C=CCn1c(SCC(=O)Nc2ccc(C(=O)O)cc2)nnc1-c1cccnc1 returned Rac1 GTP hydrolysis 9.8%, AID2073 16.2%, NTR1 agonist 1.4, GPR35 antagonists 8.4%, Large T inhibition 8.5%, Yfh1-depleted yeast inactive, Dengue-2 NS5 capping 0.8%, GPR55 beta-arrestin -0.1%, GPR55 antagonists 7.1% and NTR1 agonist cell count 20 µM 57.
`Cc1ccc(/C=N/Nc2nc(C(C)(C)C)cs2)o1` gave Rac1 GTP hydrolysis 9.7%, AID2073 -12.5%, NTR1 agonist 1.8, GPR35 antagonists -5.5%, Large T inhibition 8.3%, Yfh1-depleted yeast inactive, Dengue-2 NS5 capping 0.0%, GPR55 beta-arrestin -0.3%, GPR55 antagonists -13.2% and NTR1 agonist cell count 20 µM 56.
Screening COc1ccc(NC(=O)c2cc(-c3ccco3)on2)cc1OC returned Rac1 GTP hydrolysis 8.4%, AID2073 5.5%, NTR1 agonist 2.8, GPR35 antagonists 11.3%, Large T inhibition 5.9%, Dengue-2 NS5 capping -8.0%, GPR55 beta-arrestin 0.0%, GPR55 antagonists -5.0% and NTR1 agonist cell count 20 µM 51.
Screening Cc1ccc(CNC(=O)Cn2c(=O)oc3ccccc32)o1 returned Rac1 GTP hydrolysis 4.4%, AID2073 -1.0%, NTR1 agonist -0.9, GPR35 antagonists -19.3%, Large T inhibition -0.8%, Yfh1-depleted yeast inactive, Dengue-2 NS5 capping -1.6%, GPR55 beta-arrestin 1.4%, GPR55 antagonists 12.6% and NTR1 agonist cell count 20 µM 52.
For CCC(NC(=O)c1cc(COc2ccc(Cl)cc2OC)on1)c1ccncc1 (stereo unspecified) the results were Rac1 GTP hydrolysis 6.7%, AID2073 4.0%, NTR1 agonist 0.3, GPR35 antagonists -1.5%, Large T inhibition 8.0%, Dengue-2 NS5 capping -10.6%, GPR55 beta-arrestin 0.3%, GPR55 antagonists 9.8% and NTR1 agonist cell count 20 µM 62.
For COc1ccc(S(=O)(=O)N2CCC(C(=O)N3CCCCC3)CC2)cc1 the results were Rac1 GTP hydrolysis -4.7%, AID2073 3.3%, NTR1 agonist -0.7, GPR35 antagonists -11.3%, Large T inhibition 1.8%, Dengue-2 NS5 capping -2.4%, GPR55 beta-arrestin 0.3%, GPR55 antagonists 4.2% and NTR1 agonist cell count 20 µM 51.
Cc1c(-c2ccc(Cl)cc2)[n+](=O)c(-c2ccccc2)cn1[O-] was read as AID2073 -3.0%, NTR1 agonist 0.5, GPR35 antagonists 0.7%, Large T inhibition 8.9%, Yfh1-depleted yeast inactive, GPR55 beta-arrestin 0.3%, GPR55 antagonists 1.5% and NTR1 agonist cell count 20 µM 52.
For Cc1c(CN2CCCCC2)c(O)n(CCO)c(=O)c1C#N the results were Rac1 GTP hydrolysis 12.5%, AID2073 -9.0%, NTR1 agonist -0.9, GPR35 antagonists 5.1%, Large T inhibition 13.1%, Yfh1-depleted yeast inactive, Dengue-2 NS5 capping inconclusive, GPR55 beta-arrestin -0.1%, GPR55 antagonists 1.0% and NTR1 agonist cell count 20 µM 81.
Screening O=C(COC(=O)c1cccnc1Cl)c1cccc(Cl)c1 returned Rac1 GTP hydrolysis 3.8%, AID2073 11.8%, NTR1 agonist 1.2, GPR35 antagonists -15.5%, Large T inhibition 9.7%, Yfh1-depleted yeast inactive, Dengue-2 NS5 capping 2.0%, GPR55 beta-arrestin -0.1%, GPR55 antagonists -4.4% and NTR1 agonist cell count 20 µM 57.
Screening Cc1csc(C(=O)O)c1NC(=O)c1ccc(F)cc1 returned AID2073 5.0%, NTR1 agonist -0.6, GPR35 antagonists 1.6%, Large T inhibition 11.4%, Dengue-2 NS5 capping -2.6%, GPR55 beta-arrestin 0.0%, GPR55 antagonists 7.9% and NTR1 agonist cell count 20 µM 96.
`CC(C)N(Cc1nccn1C)C(=O)c1ccc(OC2CCN(C(=O)C3CC3)CC2)cc1` gave Rac1 GTP hydrolysis 8.0%, AID2073 3.8%, NTR1 agonist 0.8, GPR35 antagonists 15.7%, Large T inhibition 10.7%, Yfh1-depleted yeast inactive, Dengue-2 NS5 capping 2.9%, GPR55 beta-arrestin 0.2%, GPR55 antagonists 5.3% and NTR1 agonist cell count 20 µM 66.
`COc1cccc(CN2C(=O)c3ccccc3C2C(=O)NCC2CCCO2)c1` (stereo unspecified) gave Rac1 GTP hydrolysis 6.2%, AID2073 -6.9%, NTR1 agonist -0.4, GPR35 antagonists 8.8%, Large T inhibition 14.1%, Yfh1-depleted yeast inactive, Dengue-2 NS5 capping -1.6%, GPR55 beta-arrestin -0.1%, GPR55 antagonists -1.4% and NTR1 agonist cell count 20 µM 83.
For COc1cc(CN2CCN(Cc3cccc(OC)c3OC)CC2)cc(OC)c1 the results were Rac1 GTP hydrolysis inconclusive, AID2073 -5.1%, NTR1 agonist -0.3, GPR35 antagonists 6.3%, Large T inhibition -1.1%, Dengue-2 NS5 capping 0.7%, GPR55 beta-arrestin -0.1%, GPR55 antagonists 3.2% and NTR1 agonist cell count 20 µM 81.
Nc1cc(-c2cccc([N+](=O)[O-])c2)[nH]n1 was read as Rac1 GTP hydrolysis 10.7%, AID2073 5.7%, NTR1 agonist -0.2, GPR35 antagonists 2.0%, Large T inhibition -0.5%, Yfh1-depleted yeast inactive, Dengue-2 NS5 capping 1.8%, GPR55 beta-arrestin -0.1%, GPR55 antagonists 2.9% and NTR1 agonist cell count 20 µM 102.
Cc1cc(C(=O)CSc2nnnn2-c2ccccc2)c(C)n1-c1ccc2c(c1)OCO2 was read as Rac1 GTP hydrolysis 7.3%, AID2073 12.5%, NTR1 agonist 2.8, GPR35 antagonists 9.1%, Large T inhibition 26.8%, Yfh1-depleted yeast inactive, Dengue-2 NS5 capping -4.5%, GPR55 beta-arrestin 0.7%, GPR55 antagonists 15.1% and NTR1 agonist cell count 20 µM 45.
For CCOc1ccc(S(=O)(=O)N2CCc3ccccc3C2)cc1 the results were Rac1 GTP hydrolysis 5.3%, AID2073 6.4%, NTR1 agonist 1.1, GPR35 antagonists 0.9%, Large T inhibition 19.2%, Yfh1-depleted yeast inactive, Dengue-2 NS5 capping 3.8%, GPR55 beta-arrestin -0.1%, GPR55 antagonists -3.8% and NTR1 agonist cell count 20 µM 47.
COc1cccc(C(=O)NCCCNC(=O)c2ccco2)c1 was read as Rac1 GTP hydrolysis 2.0%, AID2073 7.3%, NTR1 agonist -1.3, GPR35 antagonists 0.0%, Large T inhibition 11.2%, Dengue-2 NS5 capping -3.6%, GPR55 beta-arrestin -0.1%, GPR55 antagonists -2.8% and NTR1 agonist cell count 20 µM 61.
Screening COc1ccc(F)cc1S(=O)(=O)NC1CCCC1 returned Rac1 GTP hydrolysis 4.5%, AID2073 5.8%, NTR1 agonist -1.5, GPR35 antagonists -2.1%, Large T inhibition 15.3%, Yfh1-depleted yeast inactive, Dengue-2 NS5 capping -8.2%, GPR55 beta-arrestin 0.6%, GPR55 antagonists -9.0% and NTR1 agonist cell count 20 µM 61.
